RAD52 anneal inh: RAD52 DNA annealing inhibitors, primary screen, biochemical, FRET, single point, set 2 | DNA repair protein RAD52 homolog (Homo sapiens), P43351 | recombinant RAD52 DNA annealing, FRET fluorescence | inhibition, % at 18.7 µM | 360,000 compounds, 0.46% hits;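 active = every replicate showing at least 50% inhibition; inconclusive = mean inhibition at least 50% but not in every replicate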
Target sequence (P43351 whole entry, looked up): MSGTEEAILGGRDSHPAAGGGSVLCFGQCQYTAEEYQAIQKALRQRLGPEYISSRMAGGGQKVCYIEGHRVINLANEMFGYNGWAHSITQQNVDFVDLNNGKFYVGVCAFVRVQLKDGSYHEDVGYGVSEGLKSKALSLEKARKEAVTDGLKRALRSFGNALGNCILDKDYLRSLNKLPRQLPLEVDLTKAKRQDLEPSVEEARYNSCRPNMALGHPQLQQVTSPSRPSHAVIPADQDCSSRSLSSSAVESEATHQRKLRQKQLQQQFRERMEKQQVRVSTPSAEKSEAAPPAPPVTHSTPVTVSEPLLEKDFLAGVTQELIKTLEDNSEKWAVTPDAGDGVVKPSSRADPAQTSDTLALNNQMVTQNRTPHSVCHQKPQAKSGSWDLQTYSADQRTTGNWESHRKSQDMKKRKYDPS
PglD inh: C. jejuni PglD acetyltransferase inhibitors, primary screen, biochemical, DTNB colorimetric, single point | UDP-N-acetylbacillosamine N-acetyltransferase PglD (Campylobacter jejuni) | purified PglD enzyme, DTNB colorimetric CoA detection | inhibition, % at 12.5 µM | 360,000 compounds, 0.098% hits | AID 602405, 2012; in the data active = inhibition above about 16%, passing the limit was not always enough; inconclusive = no clear call, values can overlap the other calls; note: strong numbers were not always called active
ERp5 inh: inhibitors of ERp5-driven insulin aggregation, primary screen, biochemical, turbidity, absorbance 650 nm, single point; 350,000 compounds, 0.05% hits; AID 651711, 2012; inhibition, % at 9.99 µM; 90 min; Protein disulfide-isomerase A6 (Homo sapiens), Q15084;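 active = mean replicate inhibition above about 25%, with every replicate also reaching it, limit read from the data, passing the limit was not always enough; inconclusive = only one of those two criteria met; inactive = neither criterion met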
Target sequence (Q15084 whole entry, looked up): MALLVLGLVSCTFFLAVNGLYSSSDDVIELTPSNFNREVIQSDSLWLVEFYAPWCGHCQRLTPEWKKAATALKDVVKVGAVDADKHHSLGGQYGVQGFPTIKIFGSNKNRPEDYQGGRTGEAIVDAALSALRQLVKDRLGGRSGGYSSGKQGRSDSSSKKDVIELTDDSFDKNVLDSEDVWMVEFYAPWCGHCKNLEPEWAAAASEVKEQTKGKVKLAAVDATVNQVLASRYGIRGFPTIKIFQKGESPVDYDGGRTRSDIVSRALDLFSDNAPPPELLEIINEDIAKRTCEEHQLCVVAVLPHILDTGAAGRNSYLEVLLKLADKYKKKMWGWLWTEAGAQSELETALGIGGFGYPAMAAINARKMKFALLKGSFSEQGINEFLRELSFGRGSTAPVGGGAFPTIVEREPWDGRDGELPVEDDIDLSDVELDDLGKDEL
E-selectin induc: E-selectin induction in HUVECs, primary screen, imaging, HUVEC, immunofluorescence imaging, single point; normalized: neutral wells 0, TNF-alpha wells 100; AID 686992, 2013; activation, % at 7.58 µM; 260,000 compounds, 0.37% hits;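 active = mean E-selectin-positive cell signal at least 10% of the positive control, reached in at least 60% of replicates, without over 20% cell loss; inconclusive = no rule given, readout overlaps actives, possibly toxicity-flagged; inactive = the rest, including those meeting only one limit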;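 note: in these data hits start at about 27%; measured in HUVEC primary endothelial cells; signal is the percent of cells scored E-selectin positive by PE staining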
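System: HUVEC, human umbilical vein endothelial cells; quantity: 3,000 cells/well; buffer or medium: EGM-2 medium, gelatin-coated wells; dosing: single-point compound dose; detection: immunofluorescence imaging; evaluation: % PE-positive cells; benchmarks: TNF-alpha, DMSO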
RAD54 inh: inhibitors of human RAD54 branch migration, primary screen, biochemical, fluorescence, single point; inhibition, % at 10.4 µM; DNA repair and recombination protein RAD54-like (Homo sapiens), Q92698; 360,000 compounds, 0.14% hits; AID 602329, 2012; RAD54 Holliday junction branch migration, FAM/BHQ fluorescence;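 active = mean normalized replicate activity at least 40 and at least half of replicates scoring 40 or more; inconclusive = only one of the two criteria met; inactive = mean below 40 and under half of replicates reaching 40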;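 note: 0% = median of neutral control wells and 100% = median of positive control wells; inhibitors cause a drop in the FAM fluorescence signal; in these data hits start at about 50%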
ARNT TACC3 PPI: disruptors of ARNT/TACC3 protein interaction, primary screen, biochemical, AlphaScreen, single concentration. Transforming acidic coiled-coil-containing protein 3 (Homo sapiens), Q9Y6A5. AlphaScreen His-ARNT PAS-B/GST-TACC3 binding, luminescence; TACC3 fragment carries E629A point mutation. inhibition, % at 9.99 µM. 390,000 compounds, 0.66% hits;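 active = mean inhibition of replicates at least 50% and at least half of replicates each reaching 50%; inconclusive = half or more replicates reach 50% but mean below 50%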;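 note: 0% = complete ARNT plus TACC3 wells and 100% = ARNT alone without TACC3; many hits fall short of the cut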
esBAF inh: Bmi1 luciferase reporter increase in mESCs, primary screen, esBAF inhibitor project, mouse ES cells, Bmi1 luciferase knock-in, single point; 24 h; 100% = twice the neutral-well signal; reporter increase, % at 12.5 µM; 350,000 compounds, 2% hits; AID 602393, 2012; in the data active = activation above about 40%; inconclusive = no clear call, values can overlap the other calls;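 note: 0% = median of the plate's neutral control wells and 100% = double that signal; a rise in the Bmi1 reporter signal indicates esBAF inhibition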
Casp6 inh: human caspase-6 inhibitors, primary screen, biochemical, VEID-R110 fluorescence, single point, set 2; P55212; purified caspase-6, Z-VEID-R110 cleavage fluorescence; inhibition, % at 12.5 µM; 350,000 compounds, 0.53% hits; AID 686996, 2013;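 active = mean inhibition across replicates at least about 35%, with every replicate also reaching that limit, limit read from the data; inconclusive = only one of the two criteria met; inactive = neither criterion met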;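 note: 0% = median of neutral control wells and 100% = no fluorescence left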
An asterisk follows results filed as active; i = inactive; ? = inconclusive; / = not tested or not shown.

SMILES	RAD52 anneal inh	PglD inh	ERp5 inh	E-selectin induc	RAD54 inh	ARNT TACC3 PPI	esBAF inh	Casp6 inh
O=C(Nc1cccc(Cl)c1N1CCCC1)c1ccc([N+](=O)[O-])o1	-7.2	-0.8	-2.2	/	-1.4	0.6	-2.9	-0.7
CC(C)N(C(=O)C(F)(F)F)C(C(=O)NC1CCCCC1)c1ccncc1 (stereo not given)	/	3.0	/	5.3	-10.8	-6.0	-10.4	/
c1nc(N2CCN(Cc3ccc4c(c3)OCO4)CC2)c2[nH]cnc2n1	27.6	-2.5	0.7	-0.4	-9.8	6.7	9.2	-4.6
CCNC(=O)C1CCCN(C(=O)c2ccco2)CC1 (stereo not given)	-13.3	-1.8	-3.1	-0.2	0.0	/	-5.2	0.0
CCCCN(C(=O)c1ccc(S(=O)(=O)N2CCCC2)cc1)C1CCS(=O)(=O)C1 (stereo not given)	0.2	-0.5	7.1	/	-1.1	-5.5	-1.0	1.1
CC(OC(=O)c1cc[n+]([O-])cc1)C(=O)Nc1ccc(C(N)=O)cc1 (stereo not given)	-11.5	1.5	-4.3	/	4.6	1.0	-8.1	1.9
CO[C@H]1CN(C)C(=O)c2cc(NS(=O)(=O)c3cccc(Cl)c3)ccc2OC[C@@H](C)NC[C@@H]1C	-13.2	4.3	-14.7	0.0	-2.9	/	1.1	3.4
COCC(=O)Nc1ccc2c(c1)[C@@H]1C[C@H](CC(=O)NCc3ccccc3OC)O[C@H](CO)[C@@H]1O2	-6.1	1.3	/	-0.3	2.2	-7.2	-3.8	-4.7
O=C(CN1C(=O)c2ccccc2C1=O)Nc1ccc(N2CCOCC2)cc1	-3.9	1.0	-4.3	/	-7.9	3.4	-1.1	0.4
C[C@@H]1CN([C@@H](C)CO)S(=O)(=O)c2ccc(C#CC3(O)CCCC3)cc2O[C@H]1CN(C)C(=O)Nc1ccccc1	-27.5	-0.4	3.4	0.2	2.9	1.4	0.2	-0.3
Cc1nnc(NC(=O)CSc2ncn(-c3ccccc3)n2)s1	-8.6	/	0.9	/	/	-1.0	/	-1.8
O=[N+]([O-])c1ccc(O)c(/C=N/Nc2ncnc3c2cnn3-c2ccccc2)c1	-5.7	1.0	3.3	-0.2	4.6	23.1	-36.3	1.4

As a working copy, part of the list above.
SMILES	RAD52 anneal inh	PglD inh	ERp5 inh	E-selectin induc	RAD54 inh	ARNT TACC3 PPI	esBAF inh	Casp6 inh
Cc1nnc(NC(=O)CSc2ncn(-c3ccccc3)n2)s1	-8.6	/	0.9	/	/	-1.0	/	-1.8
O=[N+]([O-])c1ccc(O)c(/C=N/Nc2ncnc3c2cnn3-c2ccccc2)c1	-5.7	1.0	3.3	-0.2	4.6	23.1	-36.3	1.4

Further structures:
SMILES	RAD52 anneal inh	PglD inh	ERp5 inh	E-selectin induc	RAD54 inh	ARNT TACC3 PPI	esBAF inh	Casp6 inh
C[C@@H]1CN([C@H](C)CO)C(=O)c2cccc(NC(=O)NC3CCCCC3)c2O[C@H]1CN(C)Cc1ccc(Oc2ccccc2)cc1	-8.1	-2.7	-3.8	0.1	4.9	21.8	1.3	0.3
Cc1ccc(C(=O)NCC(c2ccco2)N2CCOCC2)cc1 (stereo not given)	-6.9	1.7	7.2	/	-2.7	1.8	1.4	1.3
Cc1ccc(-c2nnc3n2N=C(c2ccccc2)CS3)cc1	-5.2	-2.7	3.0	/	-3.1	/	-6.4	-5.4
Cc1noc(C)c1NC(=O)N(C)C[C@@H]1OCc2ccccc2-c2ccccc2C(=O)N([C@@H](C)CO)C[C@@H]1C	13.1	-6.2	-3.4	1.7	3.2	25.0	3.2	-3.2
Cc1c(C(=O)N(Cc2ccccc2)C(C)C)oc2ccc(S(=O)(=O)N3CCOCC3)cc12	-9.0	0.3	0.5	/	-0.2	-6.1	0.9	-1.4
Cc1noc(C)c1NC(=O)N(C)C[C@@H]1Oc2ccc(NS(=O)(=O)c3ccc(Cl)cc3)cc2C(=O)N([C@H](C)CO)C[C@H]1C	-15.3	0.6	11.1	0.6	-15.5	2.0	-1.4	6.6
C[C@@H]1CN([C@H](C)CO)C(=O)c2cc(NC(=O)c3ccncc3)ccc2O[C@H]1CN(C)C	-6.3	-4.3	1.5	/	-28.7	-6.1	-3.2	1.1
CCOC(=O)N1N=C(c2ccccc2)CC1(O)C(F)(F)F (stereo not given)	/	5.7	/	/	-4.1	5.2	25.0	/
CCOC(=O)CSc1nnc(COc2cccc(C)c2)o1	-13.0	/	9.3	/	/	24.1	/	0.4
CC(C)C(=NO)c1ccccc1	-8.2	-1.7	6.3	/	-2.5	0.8	-2.0	-1.1
CCCN1C(=O)/C(=C/c2cc(C)n(C)c2C)SC1=Nc1ccc(OC)cc1	/	-7.8	/	/	-0.1	-7.0	-6.2	/
CCOc1cc(Cl)c(S(=O)(=O)NCc2ccccn2)cc1Cl	/	-2.6	/	/	1.0	1.8	-0.8	/

Copied from the list:
In ARNT TACC3 PPI, C[C@@H]1CN([C@H](C)CO)C(=O)c2cccc(NC(=O)NC3CCCCC3)c2O[C@H]1CN(C)Cc1ccc(Oc2ccccc2)cc1 shows 21.8
In RAD54 inh, CCCN1C(=O)/C(=C/c2cc(C)n(C)c2C)SC1=Nc1ccc(OC)cc1 shows -0.1
In esBAF inh, CCOC(=O)N1N=C(c2ccccc2)CC1(O)C(F)(F)F (stereo not given) shows 25.0

The list goes on:
SMILES	RAD52 anneal inh	PglD inh	ERp5 inh	E-selectin induc	RAD54 inh	ARNT TACC3 PPI	esBAF inh	Casp6 inh
COc1ccc2c3c(n(C)c2c1)[C@@H](CO)N(S(C)(=O)=O)CC31CN(C(=O)C2CCC2)C1	12.9	/	-4.2	0.0	/	/	/	-0.9
CCn1cc(/C=C(\NC(=O)c2ccc(OC)cc2)C(=O)N2CCOCC2)c2ccccc21	-21.2	-3.5	0.6	/	0.2	/	-1.2	1.0
CC1=C(C(=O)N2CCN(c3cc(C)ccc3C)CC2)C2(CCCCC2)OC1=O	-16.4	-0.3	1.6	/	2.0	/	3.3	1.9
CN1CCN(C(=O)c2ccc3ccccc3c2)CC1	/	5.0	/	/	-5.0	-2.8	20.6	/
CC(=O)N(C)C[C@H]1Oc2cc(C#CCC(C)C)ccc2S(=O)(=O)N([C@@H](C)CO)C[C@@H]1C	11.5	2.0	0.5	0.2	2.5	-1.1	-5.3	-0.5
COc1ccc(N(CC(=O)Nc2ccccc2C(N)=O)S(=O)(=O)c2ccc(C)c([N+](=O)[O-])c2)cc1	-13.7	1.5	6.7	/	-16.4	-7.5	?	-2.0
CCNc1cc(N2CCOCC2)nc(SC)n1	-4.5	/	0.3	1.2	/	-1.2	/	-1.4
C/C=C/c1ccc([C@@H]2[C@@H](CO)N(C(=O)CC)[C@@H]2CNC(=O)C2CC2)cc1	-35.1	-2.8	2.7	0.0	-8.7	-3.7	-0.3	-2.1
Cc1cccc(C(=O)N[C@@H]2c3ccccc3C[C@@H]2O)n1	-7.5	-0.2	2.7	-0.2	6.4	-1.9	-12.6	0.5
C/C(=N\NC(=O)c1cccc([N+](=O)[O-])c1)c1cccnc1	-0.9	-2.8	1.4	0.2	-4.8	-8.8	-2.1	-0.8
Cc1cc(N2CCN(C)CC2)nc2ccc(NC(=S)N3CCN(c4cccc(Cl)c4)CC3)cc12	12.9	-7.2	-5.7	/	-16.8	-8.5	/	-11.2
O=C(c1cccnc1)N1C[C@H]2[C@@H](c3ccccc31)[C@@H](CO)N2C(=O)Nc1cccc(F)c1	-5.0	-0.4	0.8	-0.5	-6.2	-5.3	2.1	-6.2
CN(C(=O)CS(=O)(=O)c1cccc(Cl)c1)c1ccccc1	-8.0	/	-0.5	/	/	-3.9	/	-0.9
CN(C)c1ccc(C=NCCC2(O)CCOC(C)(C)C2)cc1 (stereo not given)	/	-2.9	/	/	-3.7	-1.4	9.5	/
COc1cccc(C#Cc2cnc3c(c2)C(=O)N([C@@H](C)CO)C[C@@H](C)[C@H](CN(C)C(C)=O)O3)c1	17.2	1.3	-3.1	-0.2	-13.8	12.4	3.1	-2.8
CCn1cc(/C=C/c2cc[n+](C)cc2)c2ccccc21	i	-19.1	8.8	0.3	-498.5	-2.5	1.3	-16.9
C[C@@H]1CN([C@@H](C)CO)C(=O)c2cc(NC(=O)C3CCCCC3)ccc2O[C@H]1CN(C)C(=O)Nc1ccc(F)cc1	-9.6	0.3	3.7	-2.5	-3.2	-13.0	6.3	0.2
Cc1nc(Nc2ccccc2C)c2cnn(C)c2n1	-1.8	-0.9	-0.3	0.0	1.0	-10.6	-7.2	1.6
CCc1noc(C)c1C(=O)Nc1ccc(-c2nnc3n2CCCCC3)cc1	2.5	-2.7	-20.7	/	2.8	-18.4	-0.4	1.7
COc1ccccc1-c1cc(C(=O)NCc2ccccc2)no1	/	-0.4	/	/	-5.8	-0.4	3.5	/
C[C@H](CO)N1C[C@H](C)[C@@H](CN(C)S(C)(=O)=O)Oc2ccc(NS(C)(=O)=O)cc2C1=O	-7.8	-0.4	-0.2	/	5.5	-10.0	1.0	2.4
Cc1ccc(-n2c(SCC(=O)NCC3CCCO3)nc3c(c2=O)SCC3)cc1 (stereo not given)	/	-1.3	/	/	2.0	1.1	1.5	/
CN(Cc1ccccc1)C(=O)CSc1nc2ccccc2[nH]1	-2.1	-8.3	1.6	/	5.4	-2.2	36.0	-0.8
COc1cc(Cl)ccc1OCc1cc(C(=O)N2CCCCCC2)no1	-8.9	3.2	-1.2	/	-8.7	1.2	44.9*	2.9
C/C(CC(=O)Nc1ccc2c(c1)OCO2)=N\NC(=O)C(c1ccccc1)c1ccccc1	-28.9	2.2	10.8	0.1	-9.0	-3.0	8.7	0.5
COc1ccc(-c2cc(C(=O)N3CCN(c4ccccc4O)CC3)c3ccccc3n2)cc1	13.5	-1.9	-3.5	-0.3	0.5	-2.9	63.7*	5.6
Cc1cccc(-c2cc3nc4c(c(N5CCOCC5)n3n2)CCCC4)c1	-20.0	-2.1	-0.5	/	9.0	21.4	7.5	-2.1
Cc1nnc(-c2ccc(Oc3ccc(C)c(C)c3)c([N+](=O)[O-])c2)o1	-6.4	/	1.1	3.4	/	11.1	/	5.2
C=CCOc1cccc(C2C(C(=O)c3ccco3)=C(O)C(=O)N2Cc2ccncc2)c1 (stereo not given)	/	-2.6	/	/	-8.2	6.5	-10.3	/
CCN(CC)C(=O)c1ncn2c1c(=O)[nH]c1ccccc12	-0.9	-3.0	1.2	-0.1	3.8	/	-12.8	-5.1
CCN1[C@H](C(=O)OC)[C@@H](CO)[C@@H]2Cn3c(ccc(-c4cncnc4)c3=O)[C@@H]21	-2.2	-1.3	1.3	0.5	12.4	-6.0	-3.4	5.6
Cc1nn(-c2ccccc2)c(C)c1C(=O)OCC(=O)N1CC(=O)Nc2ccccc21	/	3.9	/	/	5.5	-0.8	4.3	/
CC1C(=O)Nc2ccccc2N1C(=O)c1ccccc1 (stereo not given)	-21.9	/	4.7	0.8	/	-17.4	/	/
COc1ccc(-c2ncn(CCc3ccccc3OC)c2CC(C)C)cc1	-6.5	/	4.4	-0.1	/	/	/	0.7

From PubChem BioAssay
